From PubChem
Cardiac RTF inh: cardiac RTF calcium sensitivity inhibitors, primary screen, biochemical, IANBD-TnC fluorescence, EC70 calcium; inhibition, % at 7.15 µM; IANBD-labeled cardiac RTF, Ca2+ fluorescence; Troponin I, cardiac muscle (Homo sapiens) + Troponin T, cardiac muscle (Homo sapiens) + …; 0.12% of 340,000 active;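 active = inhibition above the mean inhibition of all tested compounds plus 3 SD, cut at about 17% in these data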;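 also: assay run at fixed EC70 calcium of 1.6 mM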
Keap1-Nrf2 PPI: Keap1-Nrf2 protein-protein interaction inhibitors, primary screen, biochemical, fluorescence polarization, single point; Keap1 Kelch-Nrf2 peptide fluorescence polarization, 1536-well; inhibition, % at 9.4 µM; 0.15% of 340,000 active; in the data active = inhibition above about 12%; inconclusive = no clear call, values can overlap the other calls; inactive = below about 7.3%;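 also: human Keap1 Kelch domain with fluorescein labeled Nrf2 9mer peptide probe; 0% = neutral control wells and 100% = peptide positive control; higher means more block of Keap1 binding to Nrf2 peptide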
SUMO Mot1 rescue: yeast Mot1-301 growth rescue at high temperature, primary screen, SUMOylation pathway inhibitor project, S. cerevisiae, ATP luminescence, 38.5C. growth rescue, % at 18.8 µM. AID 2716, 2010. S. cerevisiae Mot1-301 growth rescue; percent above DMSO median, 100 means doubled. 1% of 320,000 active;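 active = every valid replicate shows activation above 250% relative to neutral control wells; inactive = the rest, any valid replicate at or below 250%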;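 also: OY570 slx delta 5 strain wells were the positive control but not used for scaling; some compounds called inactive have numbers as strong as hits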
LANA DNA inh: inhibitors of KSHV C-LANA binding to DNA, primary screen, biochemical, fluorescence polarization, FAM-LBS DNA, MBP-C-LANA, single point; Kaposi's sarcoma herpesvirus LANA C-terminal domain (residues 932-1162) DNA binding; inhibition, % at 9 µM; 0.078% of 340,000 active;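 active = highest replicate inhibition at or above 60% at 9 µM, even if other replicates fall short; inactive = all replicates below 60% inhibition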;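 also: 0% = neutral control wells and 100% = 4 µM acridine orange control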
PfHsp90 set2: growth inhibition of PfHsp90-expressing yeast, primary screen, antimalarial PfHsp90 inhibitor project, S. cerevisiae, BacTiter-Glo luminescence, single point, set 2; AID 504621, 2011; 0.32% of 310,000 active; BacTiter-Glo ATP, 48 h; yeast lacking PDR1 and PDR3 efflux regulators; inhibition, % at 9.4 µM;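 active = every replicate shows inhibition above about 80%, whatever the replicate mean, limit read from the data; inconclusive = mean inhibition reaches the set limit but some replicate falls short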;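 also: 0% = DMSO neutral controls and 100% = 20 µM radicicol positive controls; yeast relying on Plasmodium falciparum Hsp90 in place of its own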
PvdQ acylase: P. aeruginosa PvdQ acylase inhibitors, primary screen, biochemical, fluorescence, plate reader and imaging, single point | 0.063% of 340,000 active | AID 488965, 2010 | inhibition, % at 10 µM | purified PvdQ acylase | PvdQ acylase [Pseudomonas aeruginosa LESB58]; in the data active = inhibition above about 30%, passing the limit was not always enough; inconclusive = no clear call, values can overlap the other calls;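 also: 0% = vehicle neutral wells and 100% = reference inhibitor wells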
Rtt109 Vps75: inhibitors of C. albicans Rtt109/Vps75 HAT, primary screen, biochemical, ThioGlo CoA-SH fluorescence, plate reader. inhibition, % at 34.9 µM. purified Rtt109/Vps75, 4 h. Histone acetyltransferase RTT109 (Candida albicans (strain SC5314 / ATCC MYA-2876)), …. 0.16% of 330,000 active;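 active = inhibition of at least 50% in every replicate; inconclusive = best replicate reaches 50% inhibition but some replicates fall short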
Target sequence (Q5AAJ8 whole entry, looked up): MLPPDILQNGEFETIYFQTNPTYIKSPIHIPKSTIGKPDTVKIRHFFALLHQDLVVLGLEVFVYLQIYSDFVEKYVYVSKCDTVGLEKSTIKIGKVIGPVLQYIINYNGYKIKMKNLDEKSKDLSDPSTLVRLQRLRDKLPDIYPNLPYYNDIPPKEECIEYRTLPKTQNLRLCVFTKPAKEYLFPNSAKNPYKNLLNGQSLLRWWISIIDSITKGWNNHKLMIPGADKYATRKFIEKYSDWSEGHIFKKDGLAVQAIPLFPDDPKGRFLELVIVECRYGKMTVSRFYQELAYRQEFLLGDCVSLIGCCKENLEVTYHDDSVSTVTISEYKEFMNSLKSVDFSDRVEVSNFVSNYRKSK
dFosB act: activators of delta FosB homodimer, primary screen, biochemical, fluorescence polarization, TAMRA-CDK5 oligo, single point; AID 493131, 2011; 0.99% of 340,000 active; Protein FosB (Mus musculus), P13346; activation, % at 25 µM; purified delta FosB; percent of positive-control signal above neutral wells;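 active = mean activation above about 17%, with every replicate also reaching it, limit read from the data, passing the limit was not always enough; inconclusive = only one of the two conditions met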;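 also: fluorescence polarization rise as delta FosB binds a TAMRA Cdk5 AP-1 oligo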
Target sequence (P13346 whole entry, looked up): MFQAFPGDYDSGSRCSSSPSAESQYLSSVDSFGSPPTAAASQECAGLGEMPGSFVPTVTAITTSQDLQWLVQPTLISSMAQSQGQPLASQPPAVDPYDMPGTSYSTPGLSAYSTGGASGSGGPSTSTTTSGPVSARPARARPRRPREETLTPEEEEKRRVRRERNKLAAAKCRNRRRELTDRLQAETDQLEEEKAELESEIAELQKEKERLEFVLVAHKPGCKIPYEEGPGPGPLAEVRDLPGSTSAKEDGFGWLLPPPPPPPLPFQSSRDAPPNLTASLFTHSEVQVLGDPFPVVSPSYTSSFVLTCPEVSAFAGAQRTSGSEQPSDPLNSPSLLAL
NSD2 inh: NSD2 histone methyltransferase inhibitors, primary screen, biochemical, AlphaScreen, single concentration, set 2. Histone-lysine N-methyltransferase NSD2 (Homo sapiens), O96028. NSD2 peptide methylation, 120 min. inhibition, % at 12.5 µM. 0.54% of 310,000 active. AID 743445, 2014; in the data active = inhibition above about 50%
RTF Ca sens act: cardiac RTF calcium sensitivity activators, primary screen, biochemical, IANBD-TnC fluorescence, EC20 calcium. Troponin I, cardiac muscle (Homo sapiens) + Troponin T, cardiac muscle (Homo sapiens) + …. IANBD-labeled TnC RTF fluorescence at EC20 calcium; 0% EC20 calcium, 100% full calcium. activation, % at 7.2 µM. 0.24% of 340,000 active. AID 493008, 2010;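 active = activation above the mean over all tested compounds plus 3 SD, cut at about 30% in these data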;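 also: rise in fluorescence read as greater calcium sensitivity of cardiac thin filaments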
CDK5 inh: inhibitors of human CDK5/p35 kinase, primary screen, biochemical, single concentration; Recombinant CDK5/p35, ADP-Glo luminescence, 60 min; inhibition, % at 10 µM; 0.01% of 330,000 active; AID 488839, 2010;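 active = highest replicate inhibition of at least 50% and at least 75% of replicates reaching 50%; inconclusive = only one of the two criteria met; inactive = both criteria failed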;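 also: plate controls were DMSO neutral control for no effect and GW8510 at 10 µM for full effect; many of its hits are not listed in these tables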
The depositor's hits bear a star; u = inconclusive; x = no result given.

SMILES	Cardiac RTF inh	Keap1-Nrf2 PPI	SUMO Mot1 rescue	LANA DNA inh	PfHsp90 set2	PvdQ acylase	Rtt109 Vps75	dFosB act	NSD2 inh	RTF Ca sens act	CDK5 inh
C[C@@H]1O[C@@H](O[C@H]2[C@H](O[C@H]3C[C@]4(C)C(C[C@@H](O)C5C([C@]6(C)CC[C@@H](C(C)(C)O)O6)CC[C@]54C)[C@@]4(C)CC[C@H](O)C(C)(C)C34)O[C@H](CO)[C@@H](O)[C@@H]2O)[C@H](O)[C@H](O)[C@H]1O (stereo not given in full)	-1	-2	-17	0.9	6	-5	0	-5	x	1	-1.0
Cc1nnnn1/C(=C\c1ccccc1)C(=O)OCC(=O)Nc1cccc(S(=O)(=O)N(C)C)c1	-3	-3	-12	-0.2	-1	-11	-4	-1	-1	-1	0.5
CSCCC(NC(=O)c1cccc(C)c1)C(=O)OCC(=O)Nc1c(C)nn(-c2ccccc2)c1C (stereo not given)	-10	-3	-19	0.0	-2	7	u	-14	0	-12	0.7
Cc1ccc(S(=O)(=O)c2ncccc2[N+](=O)[O-])cc1	-4	0	59	-0.2	23	-2	0	-7	1	0	3.4
CCO/C(C)=C1\N=C(c2ccc(Cl)cc2)OC1=O	10	1	0	-0.6	-16	9	-11	-1	0	1	-1.0
O=C(Nc1ccccc1C(=O)Nc1ccc2c(c1)OCO2)c1ccco1	0	-2	138	1.0	-18	1	15	6	0	-10	1.5
COC(=O)c1sc2cc(=O)n(-c3cccc(C(F)(F)F)c3)nc2c1O	-3	1	-11	0.4	1	-6	-2	-3	1	-2	-0.4
COc1ccc(CN(C)C2CCCCC2)cc1	-3	1	6	0.5	11	-10	5	5	0	1	0.8
O=C(O)c1ccc(Cn2cnc3c(=O)[nH]cnc32)cc1	-4	-2	x	0.7	-1	-13	5	-7	-2	1	-0.4
Cn1cc(C(=O)N/N=C/c2cccc(O)c2)ccc1=O	-6	1	0	-0.4	-1	4	-9	-4	1	-3	1.2
COc1ccc(NC(=O)C/C(C)=N/NC(=O)C(=O)NC2CCCCC2)c(OC)c1	-3	-2	-5	-0.9	-13	-8	-4	-2	-3	0	-0.8
CC(=O)c1cccc(N2Cc3ccccc3C2=NC(=O)CCl)c1	3	-2	-4	-1.4	10	2	-1	-7	-2	5	0.5
CCOC(=O)N1CCC(NC(=O)c2ccc(OC)c(CN3CC(=O)N4CCCC4C3=O)c2)CC1 (stereo not given)	-1	-5	104	-0.6	2	-12	x	-2	-1	3	1.4
CCn1nc(C(=O)NNC(=O)COc2ccc(OC)cc2)c2ccccc2c1=O	-14	5	-19	2.2	1	1	3	3	-2	7	-5.1
Cc1ccc(-c2nnc(NC(=O)Cc3ccc(F)cc3)o2)c(C)c1	-4	1	68	-1.0	2	-3	-22	0	-2	2	0.5
O=C(CSc1nccc(=O)[nH]1)Nc1ccc(Oc2ccccc2)cc1	3	5	8	1.3	8	-6	4	3	0	-8	0.0
CC1CN(c2cc(-c3ccccc3)c3ccccc3n2)CC(C)O1 (stereo not given)	-14	-4	20	-5.3	-31	-19	-3	-7	-14	-2	3.7
CCCc1nc([N+](=O)[O-])c(S(=O)(=O)c2ccccc2)n1CC(C)C	3	-2	51	4.5	11	4	-7	7	0	-3	-1.0
CN(C)/C=C1\C(=O)Nc2ccccc21	-1	-2	-5	-0.1	x	3	-3	1	2	0	-1.3
COc1ccc(OCCOCC(O)CN2CCOCC2)cc1 (stereo not given)	-7	-3	-5	1.3	-3	-18	5	4	-2	1	-2.6
CC(=O)C1=C(C)N(Cc2ccccc2)C(=O)N[C@H]1CCc1ccccc1	3	-11	-27	0.2	14	-10	5	-7	x	4	-6.5
C[C@]12c3[nH]c4cc(-c5ccco5)ccc4c3CCN1C(=O)[C@@H](CC(=O)NCC13CC4CC(CC(C4)C1)C3)C[C@@H]2C(=O)N1CCCCC1	3	-1	x	-1.3	-17	-3	3	-17	x	-1	-0.9
COc1ccccc1NS(=O)(=O)/C=C/c1ccccc1	4	-6	-9	8.7	-1	-6	4	-8	-3	0	-5.1
COC(=O)CCSc1cc([N+](=O)[O-])cc2c1c(C1OCCO1)nn2-c1ccccc1	-9	-4	-6	1.5	-17	17	-10	4	1	3	6.4
CCN(CC)c1ccc(/C=N\NC(N)=O)cc1	-21	-5	-7	1.6	6	-19	-5	-2	1	2	-7.4
Cc1nc(C)c(C(=O)Nc2ccc(C)c(F)c2)o1	1	-1	271	1.6	14	-14	-2	-10	3	3	-2.1
CC(C)(Oc1ccc(Cl)cc1)C(=O)NCc1n[nH]c(=O)c2ccccc12	3	-8	4	2.2	-6	-12	3	-5	1	-7	0.5
O=C(O)CCN1C(=O)/C(=C/c2ccc(-c3nc4ccccc4s3)o2)SC1=S	1	-47	3	2.8	6	10	16	-13	17	-1	0.7
CCN1C(=O)/C(=C2/C=Cc3ccccc3N2C)OC1=S	-16	0	-6	0.2	-5	-5	-9	5	7	-7	0.3
Cc1cccc(NC(=O)c2ccc(NCC3CCCO3)c([N+](=O)[O-])c2)c1 (stereo not given)	-1	-1	4	0.5	16	-10	0	-5	1	6	-0.6
CCSc1nc(C)nc2sc(C)c(C)c12	1	0	-1	-3.3	-6	-14	-10	-6	0	0	0.6
Oc1ccc(N=Cc2c(O)ccc3ccccc23)cc1	-17	-15	51	-1.2	10	-1	5	-10	13	0	1.1
CCCCNC(=O)CCC(=O)Nc1ccc2nc(N3CCCCC3)cc(C)c2c1	-11	4	9	-1.2	7	-11	-8	-6	1	1	0.3
COc1cccc(CN2C(=NC(=O)C3CC3)SC3CS(=O)(=O)CC32)c1 (stereo not given)	-7	2	2	-1.0	-12	17	0	1	-8	1	0.2
CCOC(=O)C(=O)Nc1ccc(S(=O)(=O)N2CCOCC2)cc1OC	-1	-3	8	0.1	13	-9	4	0	1	4	0.3
CCc1ccc(NC(=O)CSc2nnc(Cc3cccn3C)n2-c2ccc(OC)cc2)cc1	2	0	15	2.2	9	15	12	-18	x	-2	0.4
Cc1oc(-c2cccc(C(F)(F)F)c2)nc1CN1CCN(c2ccccn2)CC1	2	-8	-1	-1.1	-16	-8	-5	-5	18	3	-1.3
CCOC(=O)c1cc(CC)sc1NC(=O)c1cc(OCC)c(OCC)c(OCC)c1	-4	2	12	0.6	x	-2	0	2	-5	4	3.5
O=C(CS(=O)(=O)c1ccc(F)cc1)Nc1nnc(-c2cccs2)o1	-15	-1	106	-1.3	2	-6	-11	-2	-1	2	-1.6
CSc1nc(N(C)C)nc(N(C#N)CCOC(C)=O)n1	-11	0	656*	2.3	15	4	2	2	3	9	-2.0

Looked up one by one from the entries so far:
SMILES	Cardiac RTF inh	Keap1-Nrf2 PPI	SUMO Mot1 rescue	LANA DNA inh	PfHsp90 set2	PvdQ acylase	Rtt109 Vps75	dFosB act	NSD2 inh	RTF Ca sens act	CDK5 inh
CC(=O)C1=C(C)N(Cc2ccccc2)C(=O)N[C@H]1CCc1ccccc1	3	-11	-27	0.2	14	-10	5	-7	x	4	-6.5
O=C(O)CCN1C(=O)/C(=C/c2ccc(-c3nc4ccccc4s3)o2)SC1=S	1	-47	3	2.8	6	10	16	-13	17	-1	0.7

(list continues)
SMILES	Cardiac RTF inh	Keap1-Nrf2 PPI	SUMO Mot1 rescue	LANA DNA inh	PfHsp90 set2	PvdQ acylase	Rtt109 Vps75	dFosB act	NSD2 inh	RTF Ca sens act	CDK5 inh
N#CC1CN(C(c2ccccc2)c2ccccc2)C1	-13	1	x	-0.7	-37	5	x	0	-1	-5	-0.3
CCOc1ccc(S(=O)(=O)n2nc(C)cc2C)cc1	-18	3	-13	-1.0	8	-12	-8	-6	-2	5	-0.3
CCOCc1nnc(NC(=O)COC)s1	-2	3	6	-0.3	x	-8	-18	3	1	-5	-2.0
C(=C\c1ccncc1)/c1ccccc1	-19	-1	48	1.4	-18	8	32	-10	x	0	4.7
CCN(CC)c1nc(N2CCN(C)CC2)nc2ccccc12	-5	2	-4	1.2	16	-8	-10	9	21	4	0.4
Cc1ccc(OC(=O)c2ccccc2)cc1C	3	-4	x	-0.5	x	-24	-18	3	-2	0	-2.1
NS(=O)(=O)c1ccc(NC(=O)COC(=O)c2ccc(Cl)nc2)cc1	4	3	6	-0.9	18	8	-2	-5	-1	0	-8.4
C=CCNC(=S)NNC(=O)c1cccc(Br)c1	-15	-4	-10	0.9	3	-7	4	-4	-1	8	0.8
O=C(CSc1nc(-c2cccs2)cc(C(F)(F)F)n1)NCCCn1ccnc1	-5	-1	6	-0.8	-15	-12	11	-19	1	-2	0.4
Cc1ccc(-c2nnn(CC(=O)N(CC(=O)NC3CCCC3)c3ccc(F)cc3)n2)o1	-3	0	7	-1.9	-5	8	-2	-7	-1	0	0.0
COc1ccc(C2=NN(C(=O)/C=C/c3ccccc3)C(c3ccccc3)C2)c(OC(C)=O)c1 (stereo not given)	-14	1	-2	-1.0	-34	0	-3	-3	-2	10	-2.9
Cc1ccc(/C=N/n2c(-c3ccco3)n[nH]c2=S)cc1	0	2	7	0.2	-16	-4	-8	-1	7	-7	1.1
Cc1c(C)n(CC(O)CN2C(=O)c3ccccc3S2(=O)=O)c2ccccc12 (stereo not given)	3	-2	-20	-0.1	-11	7	-1	-4	5	-8	0.0
CCOC(=O)Cn1c(C)nc2ccccc21	-13	4	-19	1.3	6	-7	-4	0	-1	4	1.3
S=C(Nc1ccc(Cl)cc1)NC1CCN(Cc2ccccc2)CC1	-2	-1	89	-2.7	2	7	31	-11	1	-3	1.6
CCc1ccc(C(C(=O)NCc2ccccc2)N(C(=O)c2csnn2)C2CC2)cc1 (stereo not given)	-16	-3	96	-1.3	6	-11	9	-6	0	-3	0.9
CCOc1ccccc1NC(=S)/C(=C(\[O-])c1ccc2c(c1)OCCO2)[n+]1ccc(CC)cc1	4	-6	23	0.9	x	3	6	-10	1	0	-1.0
COc1cc(C(F)(F)F)c(C(=O)N(C)c2ccc(Cl)cc2)cn1	-2	6	-17	-0.4	6	8	10	1	-10	8	0.0
